HP1b chromo inh: inhibitors of HP1-beta chromodomain binding to methylated histone tails. AlphaScreen HP1-beta / biotin-H3K9me3 peptide binding. Potency, µM (series often up to 114 µM), without a hit: at the top dose activity change, negative = inhibition, most hits filed as inhibitors. 390,000 tested, 0.56% active; further: potency means the concentration at half of the fitted maximal effect; nearly all actives have a fitted effect of over 70% in size; inactives centre near 23
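Compound inhibition of the preformed complex between 50 nM HP1-beta and 50 nM biotinylated H3K9me3 peptide was read by AlphaScreen. Buffer was PBS pH 7.4 with 0.01% Tween-20. Incubations ran 30 min at room temperature, with 10 ug/mL donor/acceptor beads.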
BAZ2B inh: BAZ2B (human) inhibition | Q9UIF8 | AlphaScreen BAZ2B-H3K14Ac peptide displacement | Potency, µM (top dose mostly 114 µM), for the others: top-dose activity change, negative = inhibition, most hits filed as inhibitors | 360,000 tested, 4.4% active; further: potency means the concentration at half of the fitted maximal effect; on the % scale 0 is the no-effect control and ±100 the full control effect; nearly all actives have a fitted effect of over 60% in size
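In this displacement format the biotinylated H3(5-23) peptide acetylated at Lys14 serves as ligand at 50 nM, with BAZ2B at 50 nM in PBS pH 7.4 containing 0.01% Tween-20. Donor and acceptor beads are 10 ug/mL final.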
PI4K2A inh: inhibitors of human PI4K2A; activity change, negative = inhibition, % at 76.9 µM; 420,000 tested, 0.13% active; purified PI4K2A, ADP-Glo luminescence, 1 h; hits give low values; Q9BTU6; in the data active means activity change below about -50%; inconclusive means mostly about -30% to -49%;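 further: -100% = wells without enzyme as full effect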
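ADP-Glo luminescence measured ADP generated by PI4K2A enzyme (4 ug/mL before mixing) with 1.2 mM PI substrate (pre-mix) and 300 microM ATP (pre-mix). Tris pH7.5 buffer with MgCl2, Triton X-100; 1 h reaction at ambient temperature.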
12-LOX inh: inhibitors of human 12S-lipoxygenase ALOX12. P18054. purified 12hLO, xylenol orange hydroperoxide absorbance. Potency, µM (titrated, usually from 108 µM), for inactives: at the top dose activity change, negative = inhibition, most hits filed as inhibitors. 580,000 tested, 1.1% active. AID 1671190; further: potency means the concentration at half of the fitted maximal effect; on the % scale 0 is the no-effect control and ±100 the full control effect
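Purified human 12hLO at 150 nM in 25 mM Hepes, 0.01% Triton X-100, pH 7.0, preincubated 15 min at room temperature with compound. Reaction started with 40 uM arachidonic acid, 30 min at room temperature. Hydroperoxide measured by Fe-xylenol orange, 573/405 nm absorbance ratio.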
RGS4 inh: human RGS4 inhibition; P49798; Transcreener GDP fluorescence polarization, RGS4-accelerated GTP hydrolysis; Potency, µM (highest dose often 114 µM), without a hit: top-dose activity change, negative = inhibition, actives largely listed as inhibitors; 390,000 tested, 0.039% active; AID 504845; further: potency means the concentration at half of the fitted maximal effect; on the % scale 0 is the no-effect control and ±100 the full control effect; nearly all actives have a fitted effect of over 75% in size; some results filed as inactive show a strong effect at the top dose
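MLSMR compounds (23 nl, pin-transferred) preincubated 10 min at room temperature with a 500nM (2x) first reagent, then RGS4 at 900nM (2x) plus Transcreener GDP mix added; fluorescence polarization (620/688 nm) read before and after 90 min at 30 °C.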
ERG Ets-DNA blk: blocks human ERG Ets domain binding to DNA. Potency, µM (doses to about 76.9 µM), for inactives: at the highest dose FP activity, negative = inhibition, hits mostly inhibitors. fluorescence polarization, His-ERG Ets domain / labelled DNA. 370,000 tested, 0.028% active. P11308; active means well fitted inhibition curve with a large enough effect in the polarisation, with a control signal flat; inconclusive means small, poorly fitted or top-dose-only effect, or effect the other way, or a change in a side signal; inactive means no such curve, though single readings can be large or run the other way; the % refers to the polarisation;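 further: polarization taken with two DNA probes labelled with fluorescein and Texas red; potency means the concentration at half of the fitted maximal effect; % of control where 0% means no effect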
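His-tagged ERG Ets domain (1 uM in the protein solution; 300mM KCl, 50mM Tris-HCl, 1mM EDTA, 1mM DTT, pH 7.5) received compound, then a probe mix of 5 nM fluorescein-DNA and 100nM Texas-615-DNA. Fluorescence polarization was read for both dyes.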
G9a block: inhibitors of human histone lysine methyltransferase G9a; Q96KQ7; G9a H3K9 monomethylation, AlphaScreen, 2 h; Potency, µM (titrated, usually from 102 µM), inactives show top-dose activity, negative = inhibition, usual class: inhibitors; 350,000 tested, 8.8% active; further: potency means the concentration at half of the fitted maximal effect; on the % scale 0 is the no-effect control and ±100 the full control effect; nearly all actives have a fitted effect of over 75% in size
Target sequence (Q96KQ7 913-1193 limits assumed): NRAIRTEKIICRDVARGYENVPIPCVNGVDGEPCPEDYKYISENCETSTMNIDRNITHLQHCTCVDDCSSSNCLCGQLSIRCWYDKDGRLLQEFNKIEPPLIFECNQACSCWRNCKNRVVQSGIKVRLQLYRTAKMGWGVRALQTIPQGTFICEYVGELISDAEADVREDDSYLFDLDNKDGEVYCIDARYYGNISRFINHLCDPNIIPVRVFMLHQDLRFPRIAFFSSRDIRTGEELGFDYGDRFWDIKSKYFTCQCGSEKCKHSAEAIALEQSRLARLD
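AlphaScreen detection with an anti-monomethyl H3K9 antibody quantified product after a 2 h room-temperature reaction containing 500 nM biotinylated H3K9 peptide, 20 µM SAM and 20 nM enzyme, which had been preincubated 15 min with compound.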
GLS inh: glutaminase GLS (human) inhibition; O94925; GLS enzymatic activity, qHTS titration; Potency, µM (highest dose often 45.5 µM), without a hit: top-dose activity change, negative = inhibition, hits mostly inhibitors; 410,000 tested, 0.21% active; AID 624170; further: potency means the concentration at half of the fitted maximal effect; on the % scale 0 is the no-effect control and ±100 the full control effect
Target sequence (O94925 whole entry, looked up): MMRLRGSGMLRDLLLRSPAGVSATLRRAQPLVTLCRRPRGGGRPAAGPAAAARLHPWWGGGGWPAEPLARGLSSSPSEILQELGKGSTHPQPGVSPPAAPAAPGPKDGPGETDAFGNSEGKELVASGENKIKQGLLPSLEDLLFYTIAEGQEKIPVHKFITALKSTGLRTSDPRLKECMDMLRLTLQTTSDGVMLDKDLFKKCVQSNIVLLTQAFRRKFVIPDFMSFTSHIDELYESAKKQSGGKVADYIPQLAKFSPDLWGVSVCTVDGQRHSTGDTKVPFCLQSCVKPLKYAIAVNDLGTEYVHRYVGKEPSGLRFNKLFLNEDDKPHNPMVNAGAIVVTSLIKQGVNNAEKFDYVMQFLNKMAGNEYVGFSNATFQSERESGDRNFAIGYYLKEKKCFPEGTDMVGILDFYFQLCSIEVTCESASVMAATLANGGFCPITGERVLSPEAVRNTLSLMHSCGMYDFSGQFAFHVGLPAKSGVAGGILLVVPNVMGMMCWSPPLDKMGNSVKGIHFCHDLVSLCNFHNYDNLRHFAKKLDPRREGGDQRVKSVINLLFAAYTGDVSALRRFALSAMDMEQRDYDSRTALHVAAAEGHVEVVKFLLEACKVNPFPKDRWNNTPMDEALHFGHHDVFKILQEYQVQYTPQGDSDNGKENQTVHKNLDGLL
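Glutamate formation by hKGA was monitored fluorometrically using coupled glutamate oxidase, HRP and Amplex Red. Substrate was added as 1 mM L-glutamine solution; incubation was 30 min at RT after an initial read.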
JMJD2A Tudor inh: blocks the human JMJD2A Tudor domain; AlphaScreen JMJD2A-Tudor / H3K4me3 peptide binding; Potency, µM (top dose mostly 114 µM), for the others: at the top dose activity change, negative = inhibition, hits mostly inhibitors; 390,000 tested, 4.4% active; further: potency means the concentration at half of the fitted maximal effect; on the % scale 0 is the no-effect control and ±100 the full control effect; nearly all actives have a fitted effect of over 50% in size
The depositor's hits bear a star; i = inactive; ? = inconclusive; . = no result given; & = joins results of further samples; [ ] = another dose, or the depositor's remark. Unless noted, the call rests on the fitted dose curve; in most records, active means well fitted curve in the direction sought with a large enough effect; inconclusive means small, poorly fitted or top-dose-only effect, or another doubt; inactive means no such curve, though single readings can be large; an effect the other way counts as inactive or inconclusive. Only part of the results is shown; rates above refer to the full screens.

item	Structure	HP1b chromo inh	BAZ2B inh	PI4K2A inh	12-LOX inh	RGS4 inh
1	CC(C)(C)C1=Nn2c(nnc2-c2ccccc2F)SC1	11%	10%	-2	2%	13%
2	O=C(NNC(=O)C12CC3CC(CC(Br)(C3)C1)C2)c1ccccc1F	15%	.	6	451%[activator]	-6%
3	CCCOc1ccc(C(=O)NCCC(=O)NCCCC(=O)O)cc1	25%	30%	7	7%	-12%
4	Cc1cc(Nc2ccc(Br)cc2)nc(-c2ccccc2O)n1	105%[activator]	-3%	-2	?	8%
5	O=C1c2ccccc2C(=O)N1CCn1ccnc1	9%	3%	9	-12%	-8%
6	COc1cccc(OCCCCn2c(-c3ccc(Cl)cc3)nc3ccccc3c2=O)c1	100%[activator]	84%[activator]	-3	-27%	-17%
7	Cc1ccccc1-n1nnnc1SCC(=O)NCC1(N2CCOCC2)CCCCC1	33%	-5%	5	10%	22%
8	CS(=O)(=O)c1ccccc1C(=O)Nc1cccc2ncccc12	2%	6%	-15	-19%	6%

item	ERG Ets-DNA blk	G9a block	GLS inh	JMJD2A Tudor inh
1	7%	-9%	5%	-3%
2	-12%	.	10%	-4%
3	3%	?	18%	-8%
4	36%[activator]	28%	-3%	19%
5	4%	-9%	5%	-20%
6	2%	19%[59 µM]	-12%	36%[activator]
7	-3%	1%[12.7 µM]	10%	-2%
8	-2%	3%	-9%	-9%

Following part:
item	Structure	HP1b chromo inh	BAZ2B inh	PI4K2A inh	12-LOX inh	RGS4 inh
9	O=C(Nc1cccc(-c2cn3ccsc3n2)c1)c1ccccc1	-3%	-36%	4	0%	-20%
10	COc1cccc(NC(C)=[N+](C)CCNS(=O)(=O)c2ccc(Cl)cc2)c1	3%	-31%	-1	?	23%
11	O=C(COC(=O)C12CC3CC(CC(O)(C3)C1)C2)Nc1ccc(Cl)cc1F	41%[activator]	-2%	3	1%	5%
12	Cc1cc(OCCCCOc2ccc(S(N)(=O)=O)c(C)c2)ccc1S(N)(=O)=O	27%	-10%	-6	-11%	32%
13	Cc1ccc(OCc2nc(C#N)c(N3CCCC3)o2)cc1	?	8%	0	-20%	-39%[11.4 µM]
14	COc1ccc(OC)c(C(=O)c2ccc(C(=O)Nc3ccccc3)cc2)c1	10%	2%	0	-14%	22%
15	O=C(COC(=O)Cc1cccs1)NCC(=O)Nc1ccc(F)cc1	38%[activator]	3%	-6	59%[activator]	17%
16	CCCCn1c(N)c(NCc2ccccc2OC)c(=O)[nH]c1=O	25%	2%	2	-4%	-27%

item	ERG Ets-DNA blk	G9a block	GLS inh	JMJD2A Tudor inh
9	-1%	?	2%	-16%
10	1%	16µM*	22%	?
11	-5%	35%[12.7 µM]	1%	-9%
12	-11%	-13%	-1%	-18%
13	-1%	22%[59 µM]	?	?
14	6%	10%	-1%	-11%
15	11%	14%[12.7 µM]	5%	-4%
16	0%	-34%	-22%	-1%

Arranged by count of non-hydrogen atoms (rising): some entries from above.
item	Structure	HP1b chromo inh	BAZ2B inh	PI4K2A inh	12-LOX inh	RGS4 inh
13	Cc1ccc(OCc2nc(C#N)c(N3CCCC3)o2)cc1	?	8%	0	-20%	-39%[11.4 µM]
10	COc1cccc(NC(C)=[N+](C)CCNS(=O)(=O)c2ccc(Cl)cc2)c1	3%	-31%	-1	?	23%
14	COc1ccc(OC)c(C(=O)c2ccc(C(=O)Nc3ccccc3)cc2)c1	10%	2%	0	-14%	22%

item	ERG Ets-DNA blk	G9a block	GLS inh	JMJD2A Tudor inh
13	-1%	22%[59 µM]	?	?
10	1%	16µM*	22%	?
14	6%	10%	-1%	-11%

(list continues)
item	Structure	HP1b chromo inh	BAZ2B inh	PI4K2A inh	12-LOX inh	RGS4 inh
17	Cc1ccccc1OCC(=O)NC1=NCCS1	39%	-29%	-5	8%&6%	-5%
18	O=[N+]([O-])c1ccc(Cl)c(S(=O)(=O)Nc2ccc(-c3ccc(N4CCOCC4)nn3)cc2)c1	18%	-38%	-2	-17%	-24%
19	COc1cc(C(=O)Nc2ccc3nc(SCc4ccccc4)sc3c2)cc(OC)c1OC	30%	0%	0	-8%	0%
20	O=C(O)C1Nc2c(C(F)(F)F)ccc(Cl)c2C2C=CCC12 (stereo not drawn)	-4%	?	4	?	?
21	CCCC(C(=O)NCc1ccco1)N(C(=O)CNS(=O)(=O)c1ccccc1)c1ccccc1OC (stereo not drawn)	28%	?	1	0%	-1%
22	CCCOc1ccc(/C=N/NC(=O)c2nnn(-c3nonc3N)c2-c2cccs2)cc1OC	36%	-6%	3	26%	1%
23	CCCCn1c(N)c(N(C)C(=O)c2cn(-c3ccccc3)nc2-c2ccccc2)c(=O)[nH]c1=O	32%	-4%	-3	-23%	23%
24	COc1ccc(NC(=O)/C=C/C(=O)O)c(OC)c1	28%	-16%	3	256%[activator]	-24%

item	ERG Ets-DNA blk	G9a block	GLS inh	JMJD2A Tudor inh
17	3%	28µM*	3%	-8%
18	7%	?	-12%	-10%
19	1%	-6%[59 µM]	-5%	-21%
20	-1%	10µM*	-23%	-26%
21	-19%	-24%[12.7 µM]	-10%	-16%
22	5%	35%[activator]	-1%	-5%
23	10%	18%[59 µM]	1%	2%
24	1%	?	19%	-9%

Next section
item	Structure	HP1b chromo inh	BAZ2B inh	PI4K2A inh	12-LOX inh	RGS4 inh
25	COc1ccccc1NC(=S)N(Cc1ccccn1)Cc1ccccc1Cl	24%	-13%	0	i	-4%
26	O=C(OCc1cc(=O)n2nc(-c3cccs3)sc2n1)c1ccc(Cl)cc1	13%	-25%	-16	-3%	-7%
27	COc1ccc(C2c3ccc4ccccc4c3Oc3ncn(CCCN(C)C)c(=N)c32)cc1 (stereo not drawn)	-11%	-18%	-3	?	-8%
28	COc1cc(C2=Nc3ccc(Br)cc3C(c3ccccc3)N2CC(=O)NN)cc(OC)c1OC (stereo not drawn)	25%	-38%	-4	487%[activator]	-3%
29	Cn1c(=O)c2cc(C(=O)Nc3cccc(C#N)c3)sc2c2ccccc21	61%[activator]	.	-2	-24%	-29%
30	Cc1cc(C)c2sc(N(CCN(C)C)C(=O)CCS(=O)(=O)c3ccccc3)nc2c1	6%	-28%	-3	29%	-22%
31	O=C1C2CCCN2C(c2ccc(F)c(F)c2)N1c1cccc(Cl)c1 (stereo not drawn)	65%[activator]	16%	-2	404%[activator]	11%
32	O=C(Nc1ccc(F)cc1F)c1ccc2c(=O)n3c(nc2c1)CCC3	12%	-4%	-29	3%	-10%

item	ERG Ets-DNA blk	G9a block	GLS inh	JMJD2A Tudor inh
25	5%	29%[59 µM]	2%	1%
26	-1%	14%[59 µM]	-4%	-25%
27	8%	?	5%	?
28	-5%	.	11%	-15%
29	1%	30%[59 µM]	-9%	-1%
30	13%	40µM*	-13%	?
31	-11%	-17%	4%	-1%
32	2%	-36%	0%	-17%

More compounds
item	Structure	HP1b chromo inh	BAZ2B inh	PI4K2A inh	12-LOX inh	RGS4 inh
33	CCOC(=O)C1(CC)NC(c2ccc(OC)cc2OC)C2C(=O)N(C)C(=O)C21 (stereo not drawn)	11%	-6%	2	3%	-4%
34	Cc1c(C(N)=O)c(-c2ccccc2)nn1-c1ccccc1	29%	10%	1	-3%	33%
35	CC1CCN(S(=O)(=O)c2cc(C(=O)Nc3ccc(Br)cc3F)n(C)c2)CC1	21%[57 µM]	-10%	4	-30%	8%
36	Cc1cccc(N2C(=O)CS/C2=N\NC(=O)c2ccc(Br)cc2)c1C	3%	8%	-13	18%	11%
37	CCOc1cc(CNC)ccc1OCC(=O)NC(C)(C)C	-4%	-11%	1	-11%	13%
38	Cc1ccc2oc(-c3ccccc3)c(C(=O)O)c(=O)c2c1	-2%	-33%	4	-13%	-1%
39	CC(C(=O)Nc1ccc(N2CCOCC2)cc1)N1C(=O)NC(C)(C)C1=O (stereo not drawn)	33%[activator]	1%	2	4%	-4%
40	Clc1cccc(Cl)c1/C=N/Nc1c(Cl)cncc1Cl	61%[activator]	9%	6	0%	6%

item	ERG Ets-DNA blk	G9a block	GLS inh	JMJD2A Tudor inh
33	1%	11%	-9%	-5%
34	4%	3%[59 µM]	20%	-10%
35	-3%	8%[59 µM]	6%	-17%
36	0%	8%[59 µM]	6%	-11%
37	6%	.	11%	-10%
38	3%	-8%[12.7 µM]	13%	-34%
39	-5%	2%[12.7 µM]	34%[activator]	11%
40	4%	40%[activator]	3%	18%

(listing goes on)
item	Structure	HP1b chromo inh	BAZ2B inh	PI4K2A inh	12-LOX inh	RGS4 inh
41	Cc1cc(C)nc(SCC(=O)NC(=O)c2ccccc2O)n1	37%[activator]	.	4	-6%	?
42	CCC(C)Sc1nnc(CSc2nc(C)cc(C)n2)n1C (stereo not drawn)	5%	4%	7	-2%	16%
43	CC(C)Oc1ccccc1C1CC(=O)Nc2cc3c(cc21)OCCO3 (stereo not drawn)	-11%	50µM*	0	?	-14%
44	COC(=O)c1cc2n(n1)CCCNC2=O	15%	1%	6	-27%	4%[56.9 µM]

item	ERG Ets-DNA blk	G9a block	GLS inh	JMJD2A Tudor inh
41	6%	.	1%	0%
42	-5%	1%	11%	-11%
43	-4%	-9%[59 µM]	-4%	?
44	-7%	1%	-14%	-4%
